Screening results from PubChem.
Shiga inhibitor = A qHTS for Small Molecule Inhibitors of Shiga Toxin. Vero cells, Shiga toxin protein synthesis inhibition reporter. inhibition, % at 38.7 µM. 9.2% of 290,000 active. AID 2315, 2010; in the data active means inhibition mostly above about 28%, no sharp cut-off; inactive means mostly below about 43%; further: 0% is about no effect
Pf growth 96h = Primary qHTS for delayed death inhibitors of the malarial parasite plastid, 96 hour incubation; 6.9% of 320,000 active; P. falciparum luciferase reporter growth, 96 h; Potency, µM (highest dose often 28.7 µM), inactives show at the highest dose activity change, negative = inhibition, usual class: inhibitors; further: potency means the concentration at half of the fitted maximal effect; on the % scale 0 is the no-effect control and ±100 the full control effect
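96 h incubation, 37 C, 5% CO2, of luciferase-reporter P. falciparum-infected RBCs (2% hematocrit, 0.05% parasitemia final) with test compounds; endpoint luminescence.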
Pf growth 48h = Primary qHTS for delayed death inhibitors of the malarial parasite plastid, 48 hour incubation; 5.9% of 310,000 active; AID 504832, 2011; Potency, µM (series often up to 28.7 µM), for the others: at the highest dose activity change, negative = inhibition, most hits filed as inhibitors; P. falciparum luciferase growth in erythrocytes, 48 h; further: potency means the concentration at half of the fitted maximal effect; on the % scale 0 is the no-effect control and ±100 the full control effect
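Growth was read as firefly luciferase luminescence after a 48 h, 37 C, 5% CO2 exposure of compounds to reporter-bearing P. falciparum cultures (0.1% parasitemia, 2% hematocrit final) in Albumax-supplemented RPMI 1640.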
TbPYK inhibitor = qHTS of Trypanosoma Brucei Inhibitors; TbPYK enzyme, Kinase-Glo Plus ATP luminescence, 45 min; Potency, µM (doses to about 76.8 µM), for the others: at the highest dose activity, negative = inhibition, usual class: inhibitors; 0.12% of 410,000 active; AID 624173, 2012; further: potency means the concentration at half of the fitted maximal effect; on the % scale 0 is the no-effect control and ±100 the full control effect; nearly all actives have a fitted effect of over 50% in size
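Activity of T. brucei pyruvate kinase was followed by Kinase-Glo Plus luminescence after the enzyme reacted 45 min at room temperature with 130 uM ADP (final) and substrate. Test compounds were added before ADP at multiple concentrations.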
LmPK inhibitor = qHTS Assay for Inhibitors of Leishmania Mexicana Pyruvate Kinase (LmPK); Potency, µM (highest dose often 57.5 µM), without a hit: at the top dose activity change, negative = inhibition, hits mostly inhibitors; purified LmPK, Kinase-Glo ATP luminescence, 1 h; 0.37% of 290,000 active; further: potency means the concentration at half of the fitted maximal effect; on the % scale 0 is the no-effect control and ±100 the full control effect
Target sequence (Q27686 whole entry, looked up): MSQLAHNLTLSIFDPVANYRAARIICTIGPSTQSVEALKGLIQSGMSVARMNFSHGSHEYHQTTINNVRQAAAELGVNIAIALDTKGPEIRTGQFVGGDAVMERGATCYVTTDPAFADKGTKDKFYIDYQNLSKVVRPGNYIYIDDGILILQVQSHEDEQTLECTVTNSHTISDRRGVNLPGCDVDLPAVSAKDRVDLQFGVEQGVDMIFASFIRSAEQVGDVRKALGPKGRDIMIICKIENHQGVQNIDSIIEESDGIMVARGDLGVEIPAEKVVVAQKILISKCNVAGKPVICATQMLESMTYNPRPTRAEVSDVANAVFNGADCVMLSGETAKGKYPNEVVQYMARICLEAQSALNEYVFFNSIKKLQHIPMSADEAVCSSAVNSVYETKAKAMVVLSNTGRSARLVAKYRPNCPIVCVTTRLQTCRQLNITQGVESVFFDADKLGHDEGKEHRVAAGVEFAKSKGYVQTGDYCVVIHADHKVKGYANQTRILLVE
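Kinase-Glo luminescence read after 1 h RT reaction of 0.1 nM LmPK with 0.5 mM PEP and 0.1 mM ADP. Activity scaled between uninhibited and enzyme-free controls.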
CHX counter = Cycloheximide Counterscreen for Small Molecule Inhibitors of Shiga Toxin; max response, %; cell reporter, cycloheximide protein synthesis inhibition counterscreen; 12% of 300,000 active; in the data active means max response mostly above about 13%, no sharp cut-off; inactive means mostly below about 14%; further: read at 38.3 µM for the half of the compounds with a filed dose; 0% is about no effect
AmpC no deterg = qHTS Inhibitors of AmpC Beta-Lactamase (assay without detergent); P00811; AmpC nitrocefin hydrolysis, absorbance 480 nm, 0.0001% Triton; Potency, µM (series often up to 57.1 µM), for inactives: at the highest dose activity change, negative = inhibition, hits mostly inhibitors; 0.52% of 330,000 active;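 further: potency means the concentration at half of the fitted maximal effect; plate controls were no compound for no effect and no enzyme for full effect; nearly all actives have a fitted effect of over 20% in size; some results filed as inactive show a strong effect at the top dose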
Target sequence (P00811 whole entry, looked up): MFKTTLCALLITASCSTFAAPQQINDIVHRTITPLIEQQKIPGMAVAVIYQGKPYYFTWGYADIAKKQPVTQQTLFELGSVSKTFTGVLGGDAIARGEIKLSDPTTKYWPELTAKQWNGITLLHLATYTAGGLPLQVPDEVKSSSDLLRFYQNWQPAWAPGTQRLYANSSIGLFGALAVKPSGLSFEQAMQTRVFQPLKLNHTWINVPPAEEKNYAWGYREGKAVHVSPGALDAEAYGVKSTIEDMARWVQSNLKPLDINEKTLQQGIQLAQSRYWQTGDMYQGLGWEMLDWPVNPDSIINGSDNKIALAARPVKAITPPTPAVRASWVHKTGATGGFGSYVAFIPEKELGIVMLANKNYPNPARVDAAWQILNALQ
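20 mM phosphate pH 7.0 + 0.01% (detergent screen) or 0.0001% Triton X-100; 5.3 nM AmpC reagent; cpd preinc 15 min RT; nitrocefin (800 uM stock) to start; A480 q20 s × 4 min; Activity was normalised to no-enzyme and no-compound control wells.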
* = called active by the depositor; ? = inconclusive; · = not tested or not shown; & = joins results of further samples; [ ] = another dose, or the depositor's remark. Unless noted, the call rests on the fitted dose curve; in most records, active means well fitted curve in the direction sought with a large enough effect; inconclusive means small, poorly fitted or top-dose-only effect, or another doubt; inactive means no such curve, though single readings can be large; an effect the other way counts as inactive or inconclusive. Compounds as they come; overall some 22% were active at least once.

mol	LmPK inhibitor	AmpC no deterg	Pf growth 96h	Pf growth 48h	TbPYK inhibitor	Shiga inhibitor	CHX counter
CCOC(=O)c1sc2nc3n(c(=O)c2c1C)CCC3	-5%	-18%	37%[activator]	26%	0%	20	-3
CC1CCN(CCCn2c(SCC(=O)Nc3ccccc3Cl)nc3ccccc3c2=O)CC1	-3%	-9%	-5%	-28%	-2%	-20	-10
Cc1cc(=O)[nH]c(-n2nc(C)c(Oc3ccccc3O)c2C)n1	-1%	-14%	11%	?	0%	-12	2
Cn1nccc1C(=O)N1CCC(Cc2ccccc2)CC1	-2%	39%	?	68%[activator]	4%	1	2
CCn1cc([N+](=O)[O-])c(C(=O)Nc2ccn(Cc3ccccc3F)n2)n1	-2%	-2%	-6%	·	4%	-7	-1
COc1ccc(OC)c(C(=O)NC(CC(N)=O)c2ccc(N3CCC(N4CCCCC4)CC3)c([N+](=O)[O-])c2)c1 (stereo not drawn)	0%	47%	51%[activator]	10%	5%	-6	5
Cc1cc(NC(=O)Nc2ccccc2[N+](=O)[O-])n(C)n1	1%	-10%	57%[activator]	-7%	-7%	-5	-3
Cc1cc(S(=O)(=O)NCCCN2CCOCC2)c(Cl)cc1Cl	-1%	4%	58%[activator]	19%	-9%	-3	-2
CN(Cc1cnccn1)Cc1nc(Cc2ccccc2F)no1	-4%	-1%	?	11%	-3%	10	6
CCc1nnc(NC(=O)c2c(O)c3cccc4c3n(c2=O)CC4)s1	0%	-23%	?	?	·	-2	-4
COc1ccc(CNC(=O)C2CCN(c3nnc(N4CCCC4=O)s3)CC2)cc1	-3%	1%	?	-5%	1%	19	-1
COc1ccc(N(CC(=O)NCCSc2ccccn2)S(=O)(=O)c2ccccc2)cc1OC	1%	22%	-23%	-23%	-1%	-1	6
Cc1ccc(N(CC(=O)NC2CCCC2)C(=O)CCC(=O)Nc2ccccn2)cc1	-2%	56%	14%	1%	-4%	2	-2
Clc1ccc(CN2CCN(c3ncnc4scc(-c5cccs5)c34)CC2)cc1	7%	-5%	13µM*	·	-17%	-14	-3
COc1ccc(OCc2ccc(C(=O)NN)cc2)cc1	10%	-26%	65%[activator]	·	1%	-1	1
COc1ccc(OC)c2[nH]c(=O)c(CCNC(C)=O)cc12	-3%	-1%	20%	11%	1%	-4	0
CCCC1C(C#N)=C(N)Oc2n[nH]c(C(C)(C)C)c21 (stereo not drawn)	0%	-19%	0%	-5%	-4%	-22	-2
CC(C)C(=O)Nc1ccc2c(c1)Cc1cc(NC(=O)C(C)C)ccc1-2	2%	-19%	?	21%	3%	·	7
COc1ccc(C2CC(c3ccc(Cl)cc3)=NN2C(=O)c2cccc([N+](=O)[O-])c2)cc1 (stereo not drawn)	0%	-49%	?	?	-8%	14	19*
CCOC(=O)C1(Cc2ccc(OC)cc2)CCN(C(=O)[C@@H]2CCCN2C(C)=O)CC1	3%	11%	6%	0%	-5%	19	15
O=c1nc(-c2ccccc2)c2cc(SC(F)F)ccc2[nH]1	-2%	-13%	-8%	?	2%	2	3
CC(=O)NCC(=O)N[C@@H](CC(=O)OCc1ccccc1)C(=O)OCc1ccccc1	0%	43%	4%	19%	-5%	-6	-3
CC(c1ccccc1)N1CC(C(=O)O)CC1=O (stereo not drawn)	-1%	-21%	15%	-2%	1%	-2	-1
NC(=O)C1CCCN(C(=O)c2cccc(NC(=O)c3cccs3)c2)C1 (stereo not drawn)	·	-16%	36%	-8%	2%	·	·
CCC(=O)N1CCc2cc(Br)cc(S(=O)(=O)NCc3ccco3)c21	6%	-20%	?	?	0%	106*	35*

Shown with values under each structure: seven of the compounds above
The line under a structure holds: LmPK inhibitor | AmpC no deterg | Pf growth 96h | Pf growth 48h | TbPYK inhibitor | Shiga inhibitor | CHX counter
CC(C)C(=O)Nc1ccc2c(c1)Cc1cc(NC(=O)C(C)C)ccc1-2
    2% | -19% | ? | 21% | 3% | · | 7
NC(=O)C1CCCN(C(=O)c2cccc(NC(=O)c3cccs3)c2)C1 (stereo not drawn)
    · | -16% | 36% | -8% | 2% | · | ·
Cc1cc(=O)[nH]c(-n2nc(C)c(Oc3ccccc3O)c2C)n1
    -1% | -14% | 11% | ? | 0% | -12 | 2
CC(=O)NCC(=O)N[C@@H](CC(=O)OCc1ccccc1)C(=O)OCc1ccccc1
    0% | 43% | 4% | 19% | -5% | -6 | -3
COc1ccc(OC)c2[nH]c(=O)c(CCNC(C)=O)cc12
    -3% | -1% | 20% | 11% | 1% | -4 | 0
CCCC1C(C#N)=C(N)Oc2n[nH]c(C(C)(C)C)c21 (stereo not drawn)
    0% | -19% | 0% | -5% | -4% | -22 | -2
CCC(=O)N1CCc2cc(Br)cc(S(=O)(=O)NCc3ccco3)c21
    6% | -20% | ? | ? | 0% | 106* | 35*

Next compounds follow.
mol	LmPK inhibitor	AmpC no deterg	Pf growth 96h	Pf growth 48h	TbPYK inhibitor	Shiga inhibitor	CHX counter
CCCCCCSc1cc(-c2nc3ccc(Cl)cn3c2NCCCC)ccc1OC	·	-9%	-6%	?	0%&-5%	·	·
C/C(=N\OCC(=O)Nc1ccc(Br)cc1)c1cccs1	0%	-3%	40%[activator]	5%	-4%	40	8
COc1cc(CN2CCN(S(=O)(=O)c3ccccc3)CC2)cc(OC)c1OC	-6%	13%	0%	-6%	7%	-8	-1
O=Nc1c(O)n(Cc2ccc(Cl)c(Cl)c2)c2ccccc12	1%	2.5µM*	9.3µM*	?	4%	-17	-5
Cc1nnc2n1-c1ccc(Cl)cc1C(c1ccccc1)=NC2	5%	-2%	-5%	1%	7%	-10&-4	8&-5
CCCn1ccc2c(OCC(=O)Nc3ccc(NC(C)=O)cc3)cccc2c1=O	·	-6%	-29%	?	-3%	·	·
CC(C)c1nc2sc3c(=S)nc[nH]c3c2c2c1CCC2	2%	-23%	13%	27%	?	-9	-4
O=C(Nc1c2c(nn1-c1ccc(Cl)cc1)CS(=O)(=O)C2)c1ccccc1	-3%	-29%	-2%	5%	-8%	9	-1
CCN(C(=O)Cc1c(C(=O)O)[nH]c2ccccc12)c1ccc(OC)cc1	2%	-11%[11.4 µM]	-6%	-1%	1%&-3%	-1	-2
COc1ccc(-c2nnc(SCC(=O)c3ccco3)n2-c2ccccc2)cc1	-3%	-11%	-2%	3%	-26%	-2	-4
O=C(NNC(=O)c1ccccn1)c1cccc([N+](=O)[O-])c1	0%	-9%	17%	13µM*	-2%	8	8
CC(C)Cn1c(N)c(C(=O)CSc2ncnc3sc4c(c23)CCCC4)c(=O)n(C)c1=O	-3%	0%	31%[activator]	1%	-3%	1	-1
COc1ccc(Nc2nnc(SCc3cc(=O)n4ccsc4n3)s2)cc1	-6%	-39%	?	?	-16%	20	17
CCn1c(SCc2nc3ccccc3c(=O)[nH]2)nc2ccccc21	6%	-14%	-4%	79%	6%	4	7
COC(=O)c1c(NC(=O)Nc2ccc(Cl)cc2)sc(C)c1C	6%	-26%	·	8%	0%&-1%	-9	10
O=C(Nc1cccc(OC(=O)c2cccnc2)c1)c1cccnc1	-2%	-25%	?	-15%	2%	-8	19
Cc1ccccc1NN=Nc1nc2c([nH]1)c(=O)n(C)c(=O)n2C	-15%	-25%	28%	18%	-28%	-5	-3
COc1ccccc1CNS(=O)(=O)c1c(C)noc1C	-5%	0%	-4%	?	-6%	-9	-1
CC(Cc1ccccc1)C(=O)N[C@@H](CO)Cc1ccccc1 (stereo partly drawn)	2%	-8%	?	3%	1%	-8	-2
CCN(CC)C(=O)CSc1nnc(CNc2ccc(F)cc2)n1Cc1ccco1	8%	21%	·	-11%	-7%	-7	-1
N#Cc1c(N)c2ccccn2c1C(=O)c1ccc(Br)cc1	-2%	-29%	-37%	?	4%	33	13
N#Cc1ccccc1CSc1nc(N2CCCCC2)nc(N2CCCCC2)n1	-3%	-6%	10%	?	-5%	-5	-2
O=C1c2cccc3c(Cl)ccc(c23)C(=O)N1O	0%	-24%	?	?	0%	-10	-4
Cn1ncc(Cl)c1C(=O)N1CCC(Cc2ccccc2)CC1	-1%	120%[activator]	33%[activator]	7%	-15%	-6	-3
O=C(COc1cc(O)c2c(=O)cc(-c3ccccc3)oc2c1)c1ccc(F)cc1	-1%	-44%	88%[activator]	25%	7%	-10	1

Continuation:
mol	LmPK inhibitor	AmpC no deterg	Pf growth 96h	Pf growth 48h	TbPYK inhibitor	Shiga inhibitor	CHX counter
COC(=O)N1C(=O)[C@@](Cc2ccccc2)(c2ccccc2)N1C(=O)OC	-4%	-22%	?	-7%	-17%	9	12*
Cc1ccc(/C=C/C(=O)c2ccccc2O)cc1	-24%	-25%	24%	52%[activator]	-6%	88*	40*
CCCCNC(=O)c1c(CSc2ccc(Cl)cc2)noc1C(=O)NCCC	·	-10%	?	-95%	4%	·	·
CCc1ccc(C(C)(O)C(CN2CCOCC2)c2ccccc2)cc1 (stereo not drawn)	1%	149%[activator]	203%[activator]	?	0%	-8	2
C[C@@H](C(=O)O)[C@@H]1C[C@@]1(C)[C@@H](NC(=O)OCc1ccccc1)c1ccccc1	2%	-1%	-15%	32%[activator]	-4%	-7	-2
O=C1CSC(c2cccnc2)N1CC1CC1 (stereo not drawn)	-1%	-22%	157%[activator]	?	2%	-5	0
